Compound activity from PubChem.
CHT allo act: human CHT allosteric activation. Q9GZV3. CHT-expressing cells, membrane potential dye, choline EC20; active compounds read high; LV-AA mutant CHT in HEK293 cells. B-score at 10 µM. 310,000 compounds, 0.49% hits. AID 488977;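 active means initial fluorescence not abnormally high and integrated response B-score, plate-corrected, over 3 SD above library mean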
Target sequence (Q9GZV3 whole entry, looked up): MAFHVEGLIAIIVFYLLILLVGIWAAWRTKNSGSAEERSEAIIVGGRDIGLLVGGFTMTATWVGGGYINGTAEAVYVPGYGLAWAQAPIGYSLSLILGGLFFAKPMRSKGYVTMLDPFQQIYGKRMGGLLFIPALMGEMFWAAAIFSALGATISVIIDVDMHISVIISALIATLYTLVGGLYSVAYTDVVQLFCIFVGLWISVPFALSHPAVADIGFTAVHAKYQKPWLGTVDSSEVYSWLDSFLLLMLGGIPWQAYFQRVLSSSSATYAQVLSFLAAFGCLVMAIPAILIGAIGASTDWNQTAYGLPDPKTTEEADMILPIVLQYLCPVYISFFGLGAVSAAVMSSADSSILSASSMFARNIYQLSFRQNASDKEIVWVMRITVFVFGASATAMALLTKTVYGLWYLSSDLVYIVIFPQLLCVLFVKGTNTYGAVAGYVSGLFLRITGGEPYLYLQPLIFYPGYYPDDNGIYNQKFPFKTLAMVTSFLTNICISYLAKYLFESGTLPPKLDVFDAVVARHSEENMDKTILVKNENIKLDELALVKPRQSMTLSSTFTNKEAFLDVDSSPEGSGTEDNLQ
OX1R antagonist: blocks the human orexin 1 receptor; O43613; CHO/OX1R cells, Fluo-8 calcium fluorescence, orexin A; inhibition, % at 5 µM; 330,000 compounds, 0.43% hits;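 active means inhibition above its plate's threshold, mean inhibition of all tested compounds on the plate plus 3 SD, cut at about 37% in these data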;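 further: 0% = orexin A challenge wells and 100% = SB-334867-A antagonist wells; not every result past the cut was called active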
Target sequence (O43613 whole entry, looked up): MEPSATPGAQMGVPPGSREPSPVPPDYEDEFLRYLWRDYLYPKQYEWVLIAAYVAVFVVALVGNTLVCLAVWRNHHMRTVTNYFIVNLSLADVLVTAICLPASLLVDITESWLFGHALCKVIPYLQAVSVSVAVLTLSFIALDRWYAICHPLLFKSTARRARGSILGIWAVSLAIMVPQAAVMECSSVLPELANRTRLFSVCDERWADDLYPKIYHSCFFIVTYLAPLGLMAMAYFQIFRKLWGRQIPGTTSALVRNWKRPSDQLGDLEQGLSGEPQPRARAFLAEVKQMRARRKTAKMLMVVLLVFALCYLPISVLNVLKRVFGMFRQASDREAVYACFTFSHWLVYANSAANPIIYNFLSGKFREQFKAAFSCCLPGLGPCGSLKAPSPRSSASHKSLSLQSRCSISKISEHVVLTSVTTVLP
Active calls of the source: *; i = inactive; · = no result given.

Every second line gives: CHT allo act	OX1R antagonist
- COc1ccc(/C=C/c2nc3ccccc3n2Cc2ccccc2OC)cc1
 : i	-27
- CC(C)CCn1nnnc1C(c1ccc(F)cc1)N1CCC(C(N)=O)CC1 (centres undefined)
 : i	-2
- CCC(CC)N1CCN(Cc2nc3ccc([N+](=O)[O-])cc3c(=O)n2-c2ccccc2F)CC1
 : i	-19
- Cc1cc(C)n(CC(=O)n2c(C)c(C)c3ccccc32)n1
 : i	-26
- Cc1nnc2c(NC(C)C)nc3ccccc3n12
 : i	-13
- CCOC(=O)N1CCC(NC(=O)CCN2C(=O)C3C4C=CC(C4)C3C2=O)CC1 (centres undefined)
 : i	-5
- O=C(Cn1nnc2ccccc2c1=O)NC1CCCc2ccccc21 (centres undefined)
 : i	-34
- O=C(NCc1ccccn1)c1ccc(Br)s1
 : i	-23
- CCOC(=O)c1cnc(SC2CC(=O)N(c3ccc(OC)c(OC)c3)C2=O)nc1N (centres undefined)
 : i	-22
- C=CCSc1ccc(S(=O)(=O)N2CCN(C)CC2)cn1
 : ·	-16
- CCOc1ccc(NC(=O)c2cc(F)c(F)cc2Cl)cc1OCC
 : i	-33
- COCCn1c(SCc2cc(=O)n3cc(C)ccc3n2)nc2ccccc2c1=O
 : i	-17
- CSc1nc(-c2ccc(Cl)cc2)nn1S(=O)(=O)c1ccccc1
 : i	-8
- COc1c(C)cc(Br)cc1C(=O)O
 : i	-10
- COC(=O)CSc1cc([N+](=O)[O-])cc2c1c(C1OCCO1)nn2-c1ccccc1
 : i	-20
- C=CCN(c1ccccc1C(=O)NCC(=O)O)S(=O)(=O)c1ccccc1C
 : i	-9
- O=[N+]([O-])c1ccc(-c2nc(=S)c3c(o2)CCCC3)cc1
 : i	12
- Cc1ccc(C(=O)NC(=S)Nc2cccc(NC(=O)c3ccccc3)c2)cc1[N+](=O)[O-]
 : i	-13
- CCc1nnc(NC(=O)CN2CCN(C(=O)c3ccccc3)CC2)s1
 : i	-6
- COC(=O)/C=C1\SC(N)=NC1=O
 : i	-14
- Cc1ccc(-c2cc(C(F)F)n3ncc(C(=O)N4CCc5ccccc5C4)c3n2)cc1
 : i	-43
- CCc1cccc(NC(=S)N(CCCOC(C)C)C2CCN(C(C)=O)CC2)c1
 : i	-15
- C/C(=N\NC(=O)c1c(C)nc2ccccn12)c1ccc(N2CCOCC2)cc1
 : i	-12
- CSc1cccc(NC(=O)CCNS(=O)(=O)c2ccc3[nH]c(=O)oc3c2)c1
 : i	9
- CCNc1nc(NC(C)C)nc(OCC)n1
 : i	-9
- Cc1nnsc1S(=O)(=O)Cc1ccccc1C(F)(F)F
 : i	-7
- CS(=O)(=O)N(CC(=O)N1CCCCCC1)c1ccccc1
 : i	-11
- CCOC(=O)c1ccc(NC(=S)N2CCSC2c2ccc(Br)cc2)cc1 (centres undefined)
 : i	55*
- Nc1nonc1C(=O)NCCNCc1ccccc1
 : i	-12
- CC(=O)N/N=C/c1c(C)[nH]n(-c2ccccc2)c1=O
 : i	-9
- CCOc1ccc(CCNC(=O)c2ccc3c(=O)n4c(nc3c2)CCCCC4)cc1
 : i	-20
- CNC(=S)N/N=C/c1cn(Cc2ccc(C)cc2)c2ccccc12
 : i	-21
- COc1ccccc1-c1noc2ncnc(Nc3ccccc3C)c12
 : i	-12
- CCOC(=O)CNC(=O)c1ccc(Br)s1
 : i	-10
- COc1ccc(C(=O)Nc2cccc(-c3csc(C)n3)c2)cc1S(=O)(=O)N1CCCC1
 : ·	-22
- Cc1nnc(N2C(=O)c3oc4ccccc4c(=O)c3C2c2ccco2)s1 (centres undefined)
 : i	-17
- CC(/C=N/NC(=O)c1nnn(-c2nonc2N)c1C(C)C)=C\c1ccccc1
 : i	-16
- CN(C)S(=O)(=O)c1ccc(NC(=S)NC(=O)c2ccc(Br)o2)cc1
 : i	-20
- O=C(OCc1cncs1)c1ccccc1
 : i	-10
- Cc1ccc(CC(=O)N2CC(C)OC(C)C2)cc1 (centres undefined)
 : i	-25
- CCN1C(=O)C(=O)N(CC(=O)N2CCC(C)Sc3ccccc32)C1=O (centres undefined)
 : ·	-14
- CCC(=O)Nc1cccc(-c2nc3ccccc3c(=O)o2)c1
 : i	-19
- COc1cc(/C=C(/NC(=O)c2ccc(Cl)cc2Cl)C(=O)O)cc(OC)c1OC
 : i	-6
- Cc1c(CCO)c(=O)n(C)n1C(=O)c1ccc(F)cc1
 : i	-11
- COCCCNC(=O)CCn1c(=O)c2ccccc2n(Cc2cccc([N+](=O)[O-])c2)c1=O
 : i	-13
- CC1CC(C)CN(C(=O)/C(=C\c2ccccc2)c2ccccc2)C1 (centres undefined)
 : i	-47
- CC(C)CN1CCN(Cc2nc3ccccc3s2)CC1CCO (centres undefined)
 : i	-15
- NS(=O)(=O)c1ccc(CNC(=O)CCSCCC(=O)NCc2ccc(S(N)(=O)=O)cc2)cc1
 : i	-6
- COc1ccc2sc(N(CCCN(C)C)C(=O)c3ccc(S(=O)(=O)N(C)Cc4ccccc4)cc3)nc2c1
 : i	-19
- O=C(N/C(=C/c1ccc(Br)cc1)C(=O)N1CCCCC1)c1ccccc1F
 : i	-28

Given field by field: entries from further up.
COc1cc(/C=C(/NC(=O)c2ccc(Cl)cc2Cl)C(=O)O)cc(OC)c1OC
- CHT allo act = i
- OX1R antagonist = -6

Cc1c(CCO)c(=O)n(C)n1C(=O)c1ccc(F)cc1
- CHT allo act = i
- OX1R antagonist = -11

Profiles from above.
Results for COc1ccc2sc(N(CCCN(C)C)C(=O)c3ccc(S(=O)(=O)N(C)Cc4ccccc4)cc3)nc2c1 = CHT allo act = i; OX1R antagonist = -19
Results for Cc1c(CCO)c(=O)n(C)n1C(=O)c1ccc(F)cc1 = CHT allo act = i; OX1R antagonist = -11
Results for O=C(N/C(=C/c1ccc(Br)cc1)C(=O)N1CCCCC1)c1ccccc1F = CHT allo act = i; OX1R antagonist = -28

(listing goes on)
structure | CHT allo act | OX1R antagonist
COc1ccc(OC)c(-c2nnc(SCC(=O)N3CCCC3)o2)c1 | i | -13
Cc1cccc2cc(COC(=O)c3ccco3)c(=O)[nH]c12 | i | -11
CCOC(=O)C1=C(C)N(Cc2ccccc2)C(=O)NC1c1ccccc1OS(=O)(=O)c1ccccc1[N+](=O)[O-] (centres undefined) | i | -22
CC1CCN(C(=O)C2COc3ccccc3O2)CC1 (centres undefined) | · | -4
COC(=O)c1ccc(NC(=O)CN2C(=O)NC3(CCC(C)CC3)C2=O)cc1 (centres undefined) | · | -23
O=C(O)CCC(=O)N1N=C(c2cccs2)CC1c1cn(-c2ccccc2)nc1-c1ccccc1 (centres undefined) | i | 4
COc1ccc(OCCNC(=O)/C=C/c2ccccc2)cc1 | i | -14
O=C(c1cc(-c2ccncc2)nc2c(Cl)cccc12)N1CCN(c2ccccc2F)CC1 | i | -14
CC[C@@]1(C(=O)OC)N[C@H](CN(C)C(=O)Nc2ccc(F)cc2)[C@@H]2C(=O)N(Cc3ccccc3)C(=O)[C@@H]21 | · | -19
CSCCC(NC(=O)CCNC(=O)c1ccccc1Cl)c1nc2ccccc2[nH]1 (centres undefined) | · | -18
CC1CCN(C(=O)CN(Cc2ccc(F)cc2)S(C)(=O)=O)CC1 | i | ·
O=C(Nc1nc2ccccc2[nH]1)C1CCN(S(=O)(=O)c2cccs2)CC1 | i | -5
Cc1cnc(CN(C)C(=O)CC2C(=O)NCCN2CCCc2ccccc2)[nH]1 (centres undefined) | i | -7
CC(C)c1ccccc1OCCNC(=O)c1cncc(Br)c1 | i | -26
O=C(Nc1ncc2c(n1)CC(c1ccco1)CC2=O)c1ccco1 (centres undefined) | i | -12
C=C(C)c1cccc(C(C)(C)NC(=O)NCc2ccc(OC)c(OC)c2)c1 | i | -9
CCCn1c(=O)c2ccccc2n2c(Sc3nnnn3-c3ccccc3)nnc12 | i | -25
COc1cc(S(=O)(=O)NC(Cc2c[nH]c3ccccc23)C(=O)O)ccc1NC(C)=O (centres undefined) | i | -8
CCOc1ccc(NC(=O)c2ccc(N3CC4CC(C3)c3cccc(=O)n3C4)c(NC(=O)c3cccnc3)c2)cc1 (centres undefined) | i | -7
C=CCN=C(C)C1=C(O)CCC1=O | i | 4
Cc1cc(C)nc(-n2nc(C)c3c(=O)[nH]c(C(F)(F)F)nc32)n1 | i | -10
O=[N+]([O-])c1cccc(S(=O)(=O)N/N=C/c2ccc(O)cc2)c1 | i | 1
Cc1ccc(CNC(=O)c2c(-c3ccccc3)sc3ccccc23)o1 | · | 20
COc1ccc(OC)c(-n2c(CNC3CCN(Cc4ccccc4)CC3)nc3ccccc3c2=O)c1 | i | -42
Clc1ccc(/C=C/c2ncc[nH]2)c(Cl)c1 | i | -1
CC(=O)Nc1cccc(S(=O)(=O)N2CCCCCC2)c1 | i | -3
Cc1cc(C(=O)N2CCCC(N3CCN(c4cccc(Cl)c4)CC3)C2)nn1C (centres undefined) | i | -20
O=C(CCc1nc2ccccc2c(=O)[nH]1)NCCN1C(=O)S/C(=C\c2ccccc2Cl)C1=O | i | -29
CCOc1ccc(C2=Nn3c(CC)nnc3SC2)cc1 | · | 4
Cc1sc2nc(C3CC3)nc(SCC(=O)N3CCc4ccccc4C3)c2c1C | i | -47
O=C(NC1CCCCC1)C(c1ccncc1)N(Cc1ccc(F)cc1)C(=O)c1ccccn1 (centres undefined) | i | -22
COCC(=O)Nc1ccc(N2CCN(c3ccccc3)CC2)c(F)c1 | i | -10
O=C(COC(=O)C1c2ccccc2Oc2ccccc21)NC1CCS(=O)(=O)C1 (centres undefined) | i | -3
COc1ccccc1C(=O)NC1CCN(C(=O)Nc2ccc(F)cc2)CC1 | i | -19
CC(NC(=O)Nc1nnc(C(F)(F)F)s1)N1C(=O)C2C3C=CC(C3)C2C1=O (centres undefined) | i | -6
Cc1cccc(Cc2cnc(N3C(=N)SC(C)C3=O)s2)c1 (centres undefined) | i | 9
COC(=O)C1CCN(S(=O)(=O)CCNC(=O)c2ccc(F)cc2)CC1 | i | -24
O=Cc1ccc(OCC(=O)N2CCOCC2)cc1 | i | -12
CCCCCCSc1ccc([C@H]2N[C@@](Cc3ccccc3)(C(=O)OC)[C@H]3C(=O)N(C)C(=O)[C@@H]23)cc1OC | i | -28
O=C1c2ccccc2C(O)(Cc2ccccc2)N1CCCN1CCOCC1 (centres undefined) | i | -8
O=C(O)[C@H](Cc1c[nH]c2ccccc12)Nc1ncccc1[N+](=O)[O-] | i | -3
NS(=O)(=O)c1ccc(N/N=C/c2ccc3c(c2)OCO3)c([N+](=O)[O-])c1 | i | -10
COc1ccc(-c2ccc(=O)n(CC(=O)Nc3nnc(C(C)C)s3)n2)cc1OC | i | -30
Cc1cc(NC(=O)CN2CCN(S(=O)(=O)c3ccc4ccccc4c3)CC2)no1 | i | -12
COc1ccc(C(=O)N/N=C/c2ccc(OC(=O)c3cccc4ccccc34)c([N+](=O)[O-])c2)cc1 | i | 8
CCN(CC(=O)Nc1ccc(NC(C)=O)cc1)C(=O)COc1ccccc1-c1ccccc1 | · | -15
O=C(CSCc1ccc(Br)cc1)Nc1ccccc1C(=O)N1CCOCC1 | i | -7
Cc1c(-c2nnnn2-c2ccc(F)cc2)cnc2cc3c(cc12)OCO3 | i | -21
C=CCSc1nc(N)cc(=O)[nH]1 | i | -5
Cc1c(C(=O)CN2CCSCC2)c2ccccc2n1C | i | -26

Remaining list, next part.
structure | CHT allo act | OX1R antagonist
CCN(c1ccc(C)cc1)S(=O)(=O)c1nnc(NC(=O)c2ccco2)s1 | i | -21
Cc1ccc(C(=O)CCC(=O)OCC(=O)N(CC(C)C)c2c(N)n(Cc3ccccc3)c(=O)[nH]c2=O)cc1 | i | -29
COC(=O)C(Cc1cncn1COCc1ccccc1)NC(=O)OC(C)(C)C (centres undefined) | i | -5
O=C(OCC(=O)N1CCN(C(=O)c2ccco2)CC1)c1ccccc1 | i | -4
O=C(Cc1ccc2c(c1)OCCO2)N1CCN(S(=O)(=O)c2ccccc2C(F)(F)F)CC1 | i | -25
N#C/C(=C(/O)CO/N=C/c1ccccc1Cl)c1nc2ccccc2[nH]1 | i | -20
CCCCc1cc(=O)oc2c(C)c(OCC(=O)N3CCC(C(N)=O)CC3)ccc12 | i | -18
Cc1cc(C)nc(SCCN(C)C)n1 | i | -1
CC1CCCN(S(=O)(=O)c2cccc([N+](=O)[O-])c2)C1 (centres undefined) | i | -16
O=S(=O)(Nc1ccc(-n2cnnn2)cc1)c1ccccc1F | · | 5

Taken from the listing, five compounds:
structure | CHT allo act | OX1R antagonist
CCN(c1ccc(C)cc1)S(=O)(=O)c1nnc(NC(=O)c2ccco2)s1 | i | -21
Cc1ccc(C(=O)CCC(=O)OCC(=O)N(CC(C)C)c2c(N)n(Cc3ccccc3)c(=O)[nH]c2=O)cc1 | i | -29
COC(=O)C(Cc1cncn1COCc1ccccc1)NC(=O)OC(C)(C)C (centres undefined) | i | -5
O=C(OCC(=O)N1CCN(C(=O)c2ccco2)CC1)c1ccccc1 | i | -4
O=C(Cc1ccc2c(c1)OCCO2)N1CCN(S(=O)(=O)c2ccccc2C(F)(F)F)CC1 | i | -25

(continued)
structure | CHT allo act | OX1R antagonist
CCOC(=O)N1CCN(CC(O)COc2ccc3c(c2)CCC3)CC1 (centres undefined) | i | -11
Cc1ccc(COc2ccc(C)nc2[N+](=O)[O-])cc1 | i | 6
CCOc1ccc(CCNC(=O)c2cc(C)on2)cc1OCC | i | -4
Cc1ccc(-c2nn(-c3ccccc3)cc2C(=O)NCC2CCCO2)cc1 (centres undefined) | i | -31
COc1ccccc1CNC(=O)C1CCC(CNS(=O)(=O)c2ccc(NC(C)=O)cc2)CC1 (centres undefined) | i | -3
Cc1cc(C(=O)N/N=C/c2ccc[nH]2)no1 | i | 5
CCN1C(=NCCc2ccc([N+](=O)[O-])cc2)N[C@@H](c2ccccc2)[C@H](C(=O)OC)[C@H]1C | · | -5
CN(C)CCCC1(O)c2ccccc2CCc2ccccc21 | i | -9
Cn1cnc2c(oc3ccccc32)c1=O | i | -8
C=CCOC1=CS(=O)(=O)N(Cc2ccc(Br)cc2)c2ccc(Br)cc21 | · | -2

Rows were taken by chance. About 0.8% of those tested had a hit in this group.
